# Screening results: PubChem BioAssay, National Center for Advancing Translational Sciences (NCATS)
# TDP-43 yeast inh: qHTS of TDP-43 Inhibitors | TDP-43 expressing yeast growth rescue, BacTiter-Glo, 24 h | Potency, µM (doses to about 46.1 µM), for inactives: top-dose growth rescue (activation), hits mostly activators | 410,000 tested, 1.8% active; further: potency means the concentration at half of the fitted maximal effect; % of control where 0% means no effect; nearly all actives have a fitted effect of over 50% in size
#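 Readout is BacTiter-Glo luminescence of cell growth, so inhibitors register as activators. TDP-43-expressing yeast at OD600=0.02 in galactose medium, after raffinose pregrowth to mid-log, were incubated with compound for 24 hr at 30 deg C.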
# PTHR1 ag: qHTS for PTHR1 Agonists: Primary Screen; Parathyroid hormone/parathyroid hormone-related peptide receptor (Homo sapiens), Q03431; HEK293 GP2 PTHR1 cells, GloSensor cAMP luminescence, 1 h; Potency, µM (titrated, usually from 115 µM), inactives show at the top dose activation, most hits filed as activators; 410,000 tested, 0.075% active; AID 743266, 2014; further: potency means the concentration at half of the fitted maximal effect; nearly all actives have a fitted effect of over 55% in size; some results filed as inactive show a strong effect at the top dose; inactives centre near -15; many of its hits are not listed in these tables
# Target sequence (Q03431 whole entry, looked up): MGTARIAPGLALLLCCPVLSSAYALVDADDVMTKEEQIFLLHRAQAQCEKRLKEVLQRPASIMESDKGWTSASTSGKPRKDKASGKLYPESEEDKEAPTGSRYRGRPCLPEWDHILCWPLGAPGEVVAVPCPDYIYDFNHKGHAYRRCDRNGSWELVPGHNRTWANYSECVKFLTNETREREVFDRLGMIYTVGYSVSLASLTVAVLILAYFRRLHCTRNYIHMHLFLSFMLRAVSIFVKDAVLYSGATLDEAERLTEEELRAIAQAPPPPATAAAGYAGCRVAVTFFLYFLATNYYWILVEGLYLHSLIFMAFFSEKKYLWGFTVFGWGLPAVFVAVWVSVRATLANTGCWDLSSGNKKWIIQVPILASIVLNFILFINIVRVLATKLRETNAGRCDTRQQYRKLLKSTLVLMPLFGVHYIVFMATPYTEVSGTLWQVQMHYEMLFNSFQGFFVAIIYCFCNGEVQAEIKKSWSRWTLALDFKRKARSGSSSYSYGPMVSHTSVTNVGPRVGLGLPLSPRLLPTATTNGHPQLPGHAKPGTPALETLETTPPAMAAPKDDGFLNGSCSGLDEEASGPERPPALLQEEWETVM
#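 HEK-293-derived GP2 cells expressing PTHR1 and a GloSensor cAMP reporter, 3,000/well, plated overnight, given luciferin plus IBMX (each 0.5 mM as added) for 1 h at 37 °C, then compound for 1 h at 37 °C. Luminescence was read after 15 min at room temperature.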
# aSyn yeast inh: qHTS of alpha-syn Inhibitors; 370,000 tested, 0.14% active; AID 652106, 2013; Yeast expressing alpha-synuclein, growth rescue, BacTiter-Glo, 24 h; Potency, µM (doses to about 46.1 µM), for the others: top-dose growth rescue (activation), actives largely listed as activators; further: potency means the concentration at half of the fitted maximal effect; % of control where 0% means no effect; nearly all actives have a fitted effect of over 65% in size
#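 Rescue of yeast growth: cells expressing toxic alpha-synuclein, induced in galactose at OD600 0.02, incubated with compound 24 h at 30 C. ATP luminescence quantified growth; inhibitors of toxicity appear as activators.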
# GLP1R ag: qHTS of GLP-1 Receptor Agonists; Glucagon-like peptide 1 receptor (Homo sapiens), P43220; HEK293 GLP-1R CRE-luciferase, luminescence, 4-6 h; cells express a hypersensitive GLP-1R form; Potency, µM (doses to about 45.6 µM), without a hit: at the highest dose activation, actives largely listed as activators; 380,000 tested, 0.007% active; AID 624172, 2012; further: potency means the concentration at half of the fitted maximal effect; % of control where 0% means no effect
# Target sequence (P43220 whole entry, looked up): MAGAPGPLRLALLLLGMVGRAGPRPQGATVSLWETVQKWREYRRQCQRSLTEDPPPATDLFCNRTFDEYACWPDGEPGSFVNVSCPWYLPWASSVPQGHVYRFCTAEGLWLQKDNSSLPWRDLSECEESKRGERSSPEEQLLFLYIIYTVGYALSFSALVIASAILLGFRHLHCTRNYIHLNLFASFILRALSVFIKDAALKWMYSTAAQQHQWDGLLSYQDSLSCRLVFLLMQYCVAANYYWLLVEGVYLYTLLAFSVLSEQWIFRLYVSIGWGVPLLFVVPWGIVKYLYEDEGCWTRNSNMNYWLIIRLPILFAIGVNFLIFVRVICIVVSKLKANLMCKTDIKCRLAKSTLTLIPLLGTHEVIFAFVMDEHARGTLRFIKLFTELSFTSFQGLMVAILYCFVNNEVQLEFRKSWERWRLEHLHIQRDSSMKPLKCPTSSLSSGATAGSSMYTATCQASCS
# KB-V1 cytotox: qHTS assay for MDR1-selective chemotherapeutics: Primary screen using the drug-selected MDR subline cells KB-V1; 400,000 tested, 3.4% active; Potency, µM (top dose mostly 46.1 µM), without a hit: at the top dose activity change, negative = cytotoxicity, most hits filed as cytotoxic; KB-V1 MDR cells viability, CellTiter-Glo, 72 h; AID 1347076, 2019; further: potency means the concentration at half of the fitted maximal effect; on the % scale 0 is the no-effect control and ±100 the full control effect; nearly all actives have a fitted effect of over 60% in size
#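 Luminescent ATP read-out (CellTiter-Glo, 10 min) measures survival of drug-selected KB-V1 MDR cells after 72 h, 37 degrees C compound exposure. Medium: phenol-red-free DMEM, 10% FBS. Values from fitted concentration-response curves.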
# HEK293 tox: qHTS of GLP-1 Receptor Inverse Agonists: Cytotox Screen | 410,000 tested, 0.13% active | Potency, µM (series often up to 38.3 µM), without a hit: top-dose activity change, negative = inhibition, actives largely listed as inhibitors | HEK293 cAMP-luciferase reporter cells, luminescence, 24 h | AID 624418, 2012;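 further: loss of luciferase light is scored as toxicity; potency means the concentration at half of the fitted maximal effect; on the % scale 0 is the no-effect control and ±100 the full control effect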
#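 Step one: seed cells (200 cells/uL, DMEM with 10% Nu serum, 1% pen-strep). Step two: 12-hour incubation at 37 deg C. Step three: pin 23 nL compound, incubate 24 hr. Step four: add luciferase reagent, read luminescence 12 min later.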
# D3 antag: qHTS of D3 Dopamine Receptor Antagonist: qHTS | D(3) dopamine receptor (Homo sapiens), P35462 | D3R cells, DiscoveRx beta-arrestin luminescence, antagonist mode; stronger effect = lower value | max response, negative = inhibition, % | 360,000 tested, 2.5% active; in the data active means max response below about -50%; inconclusive means no clear call, values can overlap the other calls; further: on the % scale 0 is the no-effect control and ±100 the full control effect; mostly tested at two doses, the higher about 12 µM
#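 Cells expressing the human receptor were seeded at 1500 cells/well, incubated overnight at 37 degrees C in 5% CO2, then exposed to library compounds with dopamine controls for 90 minutes at 37 degrees C before luminescent detection.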
# DRD3 agonist: qHTS of D3 Dopamine Receptor Agonist: qHTS. D3R DiscoveRx beta-arrestin cells, luminescence, 90 min. max activation, %. AID 652048, 2013. 410,000 tested, 0.58% active; in the data active means max activation above about 30%; further: 0% is about no effect; mostly tested at two doses, the higher about 12 µM
#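 Agonist-mode cell screen: cells plated at 1500/well and incubated overnight at 37 °C, then exposed to library compounds for 90 min at 37 °C. Detection reagent was added for 30–60 min at room temperature, and luminescence was read.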
# GLP1R inv ag: qHTS of GLP-1 Receptor Inverse Agonists (Inhibition Mode) | Glucagon-like peptide 1 receptor (Homo sapiens), P43220 | HEK293 GLP-1R CRE-luciferase, luminescence, 24 h; GLP-1R form is constitutively active | Potency, µM (highest dose often 38.3 µM), inactives show at the top dose activity change, negative = inhibition, most hits filed as inhibitors | 410,000 tested, 1.6% active | AID 624417, 2012; further: potency means the concentration at half of the fitted maximal effect; on the % scale 0 is the no-effect control and ±100 the full control effect; nearly all actives have a fitted effect of over 55% in size
#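 HEK293 cells stably co-expressing constitutively active GLP-1R and a cAMP-responsive luciferase reporter were seeded in DMEM with 10% Nu serum, given compounds after 12 h, and incubated 24 h at 37 deg C. Luminescence was then read.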
# An asterisk follows results filed as active; i = inactive; ? = inconclusive; / = not tested or not shown; & = joins results of further samples; [ ] = remark or other dose. Unless noted, the call rests on the fitted dose curve; in most records, active means well fitted curve in the direction sought with a large enough effect; inconclusive means small, poorly fitted or top-dose-only effect, or another doubt; inactive means no such curve, though single readings can be large; an effect the other way counts as inactive or inconclusive.
no.	structure	GLP1R ag	HEK293 tox	KB-V1 cytotox	TDP-43 yeast inh	PTHR1 ag	aSyn yeast inh	GLP1R inv ag	DRD3 agonist	D3 antag
1	Cc1cc(N(C)Cc2ccccc2)nc2cc(O)ccc12	28%	49%[activator]	-13%	-9%	i	3%	?	0	18
2	CCOC(=O)COc1cccc2c(=O)n(CC(=O)NCc3ccc(F)cc3)ccc12	-2%	-31%	1.5µM*	-1%	-13%	-1%	-57%	-21	?
3	CCC(C)NC(=O)Cn1c(=O)n(CCCCCC(=O)Nc2ccccc2)c(=O)c2sccc21 (stereo not drawn)	0%	-5%&14%	6%	2%&20%	i	-6%	7%&5%	1&-5	-21
4	COc1ccc(C(=O)NCc2nnc(SCC(=O)NC3CCCC3)o2)cc1	0%	-7%	31%	0%	i	0%	4%	9	13
5	CC(=O)N1CCCC1c1nc2ccccc2n1Cc1ccc(F)cc1 (stereo not drawn)	/	-1%	2%	7%	i	/	-10%	4	/
6	CC1NC(=O)c2cc3ccccc3cc2-n2c1nc1cc(F)ccc1c2=O (stereo not drawn)	8%	3%	-14%	10%	i	1%	12%	5	9
7	CCCCCNC(=O)C(=O)NCC(c1ccc2c(c1)OCO2)N1CCOCC1 (stereo not drawn)	/	1%	/	10%	i	/	4%	-6	/
8	CC(C)(C)C(=O)Nc1nc(-c2ccc3c(c2)OCO3)cs1	-4%	6%	?	22%	-39%	-10%	10µM*	1	-4
9	COC(=O)c1cc(Br)c(=O)n(-c2ccccc2OC)c1	-6%	1%	4%	-1%	-1%[57.5 µM]	0%	19%	-1	24
10	CCOC(=O)c1c(CC(C)C)csc1NC(=O)COC(=O)c1cc(OC)c(OC)cc1[N+](=O)[O-]	-4%	1%	0%	6%	i	-4%	17%	1	25
11	COc1ccc(-n2nc3c(N4CCCC(C(=O)NCCc5ccc(C)cc5)C4)nnc(C)c3c2C)cc1 (stereo not drawn)	/	-20%	?	12%	-2%	/	7%	5	/
12	CC(C)CN(CCNC(=O)CC1Oc2ccccc2NC1=O)CC(C)C (stereo not drawn)	1%	-1%	12%	5%	i	-10%	-26%	-6	0
13	O=C(c1ccc2ccccc2n1)N1CCN(c2ccccn2)CC1	2%	18%	?	4%	i	2%	0%	0	-4
14	Cc1ccc(C)c(N2CCN(C(=O)C3CCCN(c4ncnc5c4nc4n5CCCCC4)C3)CC2)c1 (stereo not drawn)	-3%	-4%	?	25µM*	-29%	2%	-9%	31*	59
15	COC(=O)c1cccc(CC2(C)C(=O)Nc3ccc(OC(F)(F)F)cc32)c1 (stereo not drawn)	15%	4%	?	3%	5%	8%	-25%	-5	0
16	COc1cc(-c2noc(C)c2C(=O)N[C@@H](CO)Cc2ccccc2)cc(OC)c1OC	13%	-2%	0%	0%	-22%	-15%	2%	1	0
17	Clc1ccc(N2CCN(c3ncnc4c3nc3n4CCCC3)CC2)cc1	/	-4%	/	?	-36%[inhibitor]	/	-25%	-1	/
18	O=C(NCc1ccc(Cl)cc1)NC1COc2ccccc2C1 (stereo not drawn)	/	2%	10%	5%	i	/	-19%	-9	/
19	O=[N+]([O-])c1cc(S(=O)(=O)NCCc2ccccn2)ccc1Cl	-5%	-2%	/	9%	i	-5%	2%	-5	13
20	CCOc1ccc(-c2cc3c(=O)n(CC(=O)NCc4ccc(Cl)cc4)ccn3n2)cc1	/	2%	8%	0%	i	/	8%	-1	/
21	Cc1cc(C(=O)NCCN2CCN(c3cccc(Cl)c3)CC2)n(-c2ccccc2)n1	-5%	-25%	-23%	18%	-16%	10%	6.3µM*	-3	?
22	c1ccn(-c2ccc(-c3ccn[nH]3)cc2)c1	5%	-2%	-20%	29%	-9%	1%	-23%	3	-1
23	CC(=O)c1cccc(NC(=O)CSc2nc3ccccc3nc2Cc2ccc(F)cc2)c1	/	2%	/	-5%	i	/	12%	-1	/
24	Cc1ccccc1-c1noc(-c2ccc(NCc3cccnc3)c([N+](=O)[O-])c2)n1	/	2%	4%	?	-32%	/	8%	-11	/
25	COC(=O)c1c(C)oc2ccc(N(C(=O)Oc3ccccc3)S(=O)(=O)c3ccc(Cl)c([N+](=O)[O-])c3)cc12	-1%	-1%	?	5%	-6%	1%	-21%	-3	26
26	CCCCN(C)C(=O)c1sc(=O)n(CC(=O)c2ccccc2OC)c1C	1%	-7%	?	?	i	-6%	13%	-4	13
27	CC(=O)N1CCOc2ccc(S(=O)(=O)Nc3cccc(C)c3)cc21	-1%	-1%	0%	8%	-11%	6%	-27%	2	2
28	CC1CCc2onc(C(=O)Nc3ccc(Cl)cc3)c2C1 (stereo not drawn)	/	-3%	/	25%	-10%	/	4%	-13	/
29	Cc1nn(CCc2n[nH]c(=S)n2-c2cccc(Cl)c2)c(C)c1[N+](=O)[O-]	9%	7%	-20%	-25%	i	-10%	10%	-50	-13
30	O=C(N/N=C/C=C\c1ccccc1[N+](=O)[O-])c1ccncc1	4%	-3%[7.66 µM]	1%	13%[9.22 µM]	i	1%	-11%[7.66 µM]	-6	4
31	CCOC(=O)N1CCN(C(=S)Nc2ccccc2C)CC1	1%	0%	?	17%	i	1%	-19%	-7	-15
32	CN1CCC(OC(=O)c2cc3cc(Cl)cc(Cl)c3oc2=O)CC1	-4%	126%[activator]	21%	-11%	-57%[inhibitor]	-6%	-30%	-8	19
33	Cc1ccc(S(=O)(=O)N(C)C)cc1NC(=O)CN1C(=O)NC2(CCCCCCC2)C1=O	-5%	-2%	3%	-11%	i	-4%	7%	-7	4
34	COC(=O)C1SCC2C(=O)N(Cc3ccccc3)CC(=O)N21 (stereo not drawn)	10%	7%	-5%	-6%	i	1%	15%	5	-24
35	Cc1cc(SCC(=O)c2ccccc2)nc(C)n1	1%	-11%	7%	6%	-54%[inhibitor][57.5 µM]	5%	11%	6	5
36	O=C(Nc1nn(Cc2ccccc2F)cc1Br)c1cccs1	1%	11%	0%	-3%	i	-10%	50%[activator]	1	-4
37	Cc1sc2ncnc(SCC(=O)NC3CCS(=O)(=O)C3)c2c1C (stereo not drawn)	4%	5%	-1%	5%	i	2%	-8%	-1	-21
38	O=C(Nc1ccc(Cl)c([N+](=O)[O-])c1)c1ccc(NCCCN2CCOCC2)c([N+](=O)[O-])c1	8%	-3%	4.6µM*	-11%	i	5%	14%	-8	10
39	O=C(O)C1CSC2(c3ccc(Br)cc3)CCC(=O)N12 (stereo not drawn)	-2%	7%	2%	0%	-39%[inhibitor]	6%	12%	1	7
40	COc1ccc(OC(C)C(=O)NCc2cccnc2)cc1 (stereo not drawn)	7%	0%	12%	-15%	-14%[57.5 µM]	-1%	14%	-1	-13
41	CCOC(=O)C1CCCN(C(=O)c2ccccc2OC(F)(F)F)CC1 (stereo not drawn)	8%	2%	-4%	0%	i	3%	11%	3	2
42	COc1ccc(C(=O)NCc2nnc(SCC(=O)NC3CCCCC3)n2C)cc1	3%	9%	0%	-2%	11%	-1%	-20%	-14	-25
43	O=C(CCn1ccnc1)Nc1nc2ccccc2[nH]1	-2%	-3%	?	15%	-20%	-1%	3%	7	-7
44	O=C(N/N=C/c1cccnc1)c1ccc(CN2c3cccc4cccc(c34)S2(=O)=O)cc1	23%	-15%	-5%	/	-20%	11%	29%	6	14
45	Cn1nc(-c2ccccc2)c(C(O)c2ccccc2C(F)(F)F)c1Cl (stereo not drawn)	0%	-3%	-24%	22%	i	11%	?	-8	-5
46	O=c1c2ccccc2nnn1CSc1ncnc2ccccc12	-12%	-4%	-15%	28%	-49%[inhibitor][57.5 µM]	8%	11%	0	?
47	COc1ccc([C@@H]2Sc3ccccc3NC(=O)[C@@H]2O)cc1	-4%	-16%	-18%	20%	i	6%	?	2	2

# From no. 37 to 38, copied from above:
no.	structure	GLP1R ag	HEK293 tox	KB-V1 cytotox	TDP-43 yeast inh	PTHR1 ag	aSyn yeast inh	GLP1R inv ag	DRD3 agonist	D3 antag
37	Cc1sc2ncnc(SCC(=O)NC3CCS(=O)(=O)C3)c2c1C (stereo not drawn)	4%	5%	-1%	5%	i	2%	-8%	-1	-21
38	O=C(Nc1ccc(Cl)c([N+](=O)[O-])c1)c1ccc(NCCCN2CCOCC2)c([N+](=O)[O-])c1	8%	-3%	4.6µM*	-11%	i	5%	14%	-8	10

# In another format: results already given
40: COc1ccc(OC(C)C(=O)NCc2cccnc2)cc1 (stereo not drawn)
  GLP1R ag: 7%	HEK293 tox: 0%	KB-V1 cytotox: 12%	TDP-43 yeast inh: -15%	PTHR1 ag: -14%[57.5 µM]	aSyn yeast inh: -1%	GLP1R inv ag: 14%	DRD3 agonist: -1	D3 antag: -13

41: CCOC(=O)C1CCCN(C(=O)c2ccccc2OC(F)(F)F)CC1 (stereo not drawn)
  GLP1R ag: 8%	HEK293 tox: 2%	KB-V1 cytotox: -4%	TDP-43 yeast inh: 0%	PTHR1 ag: i	aSyn yeast inh: 3%	GLP1R inv ag: 11%	DRD3 agonist: 3	D3 antag: 2

42: COc1ccc(C(=O)NCc2nnc(SCC(=O)NC3CCCCC3)n2C)cc1
  GLP1R ag: 3%	HEK293 tox: 9%	KB-V1 cytotox: 0%	TDP-43 yeast inh: -2%	PTHR1 ag: 11%	aSyn yeast inh: -1%	GLP1R inv ag: -20%	DRD3 agonist: -14	D3 antag: -25

# The list is partial, so the mix of outcomes need not match the whole.
